Screening results as filed in PubChem.
SR-BI DiI-HDL act – activators of SR-BI mediated DiI-HDL uptake, primary screen, ldlA[mSR-BI] CHO cells, DiI fluorescence; 3 h; 100 = double the neutral-control signal; activation, % at 12.5 µM; 320,000 tested, 0.096% active;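 active = mean replicate activation of at least 60% and every replicate at or above 60%; inconclusive = mean or all-replicate condition met, but not both; inactive = mean below 60% and not all replicates reaching 60%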;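 note: 0% = median plate neutral-control signal and 100% = twice that signal; values of inactives mirror those of a sister screen read the other way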
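System: LDL receptor-deficient CHO ldlA cells overexpressing murine SR-BI | Timing: 3 h uptake period with compound, 37 °C | Medium: HEPES-buffered (25 mM, pH 7.4) F12 plus 0.5% BSA | Dosing: Single-point compound dose | Signal: Bottom-read fluorescence, 550/595 nm | Read-out: Retained DiI signal reflecting DiI-HDL uptake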
RTF Ca sens act – cardiac RTF calcium sensitivity activators, primary screen, biochemical, IANBD-TnC fluorescence, EC20 calcium. activation, % at 7.2 µM. Troponin I, cardiac muscle (Homo sapiens) + Troponin T, cardiac muscle (Homo sapiens) + …. IANBD-labeled TnC RTF fluorescence at EC20 calcium; 0% EC20 calcium, 100% full calcium. 340,000 tested, 0.24% active. AID 493008, 2010;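 active = activation above the mean over all tested compounds plus 3 SD, cut at about 30% in these data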;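 note: rise in fluorescence read as greater calcium sensitivity of cardiac thin filaments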
Rtt109 Vps75 – inhibitors of C. albicans Rtt109/Vps75 HAT, primary screen, biochemical, ThioGlo CoA-SH fluorescence, plate reader; inhibition, % at 34.9 µM; 330,000 tested, 0.16% active; AID 540336, 2011; purified Rtt109/Vps75, 4 h; Histone acetyltransferase RTT109 (Candida albicans (strain SC5314 / ATCC MYA-2876)), …;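 active = inhibition of at least 50% in every replicate; inconclusive = best replicate reaches 50% inhibition but some replicates fall short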
Target sequence (Q5AAJ8 whole entry, looked up): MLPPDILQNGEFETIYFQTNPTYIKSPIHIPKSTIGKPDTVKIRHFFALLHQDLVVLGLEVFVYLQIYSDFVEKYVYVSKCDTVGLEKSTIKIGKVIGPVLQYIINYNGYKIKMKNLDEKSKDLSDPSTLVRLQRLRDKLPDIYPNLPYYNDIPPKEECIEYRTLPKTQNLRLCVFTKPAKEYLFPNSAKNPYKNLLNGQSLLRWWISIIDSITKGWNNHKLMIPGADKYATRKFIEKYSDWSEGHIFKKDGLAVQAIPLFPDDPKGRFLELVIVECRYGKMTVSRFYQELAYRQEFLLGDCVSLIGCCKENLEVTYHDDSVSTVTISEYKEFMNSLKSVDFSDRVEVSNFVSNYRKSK
SR-BI DiI inh – inhibitors of SR-BI mediated HDL lipid uptake, primary screen, ldlA[mSR-BI] cells, fluorescence, single point; Scavenger receptor class B member 1 (Mus musculus), Q61009; ldlA[mSR-BI] CHO cells, DiI-HDL uptake fluorescence, 3 h; inhibition, % at 12.5 µM; 320,000 tested, 0.96% active; AID 488896, 2010;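 active = mean replicate inhibition of at least 70% and a set share of replicates each scoring 70 or more; inconclusive = meets just one of the two criteria; inactive = fails both criteria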;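 note: 0% = median of neutral control wells and 100% = median of positive control wells; values of inactives mirror those of a sister screen read the other way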
PvdQ inh – P. aeruginosa PvdQ acylase inhibitors, primary screen, biochemical, fluorescence, plate reader and imaging, single point; AID 488965, 2010; PvdQ acylase [Pseudomonas aeruginosa LESB58]; purified PvdQ acylase; inhibition, % at 10 µM; 340,000 tested, 0.063% active; in the data active = inhibition above about 30%, passing the limit was not always enough; inconclusive = no clear call, values can overlap the other calls;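 note: 0% = vehicle neutral wells and 100% = reference inhibitor wells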
CDK5 p35 inh – inhibitors of human CDK5/p35 kinase, primary screen, biochemical, single concentration | Cyclin-dependent kinase 5 (Homo sapiens) + Cyclin-dependent kinase 5 activator 1 (Homo … | Recombinant CDK5/p35, ADP-Glo luminescence, 60 min | inhibition, % at 10 µM | 330,000 tested, 0.01% active | AID 488839, 2010;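 active = highest replicate inhibition of at least 50% and at least 75% of replicates reaching 50%; inconclusive = only one of the two criteria met; inactive = both criteria failed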;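 note: plate controls were DMSO neutral control for no effect and GW8510 at 10 µM for full effect; many of its hits are not listed in these tables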
Target sequence (Q00535 whole entry, looked up): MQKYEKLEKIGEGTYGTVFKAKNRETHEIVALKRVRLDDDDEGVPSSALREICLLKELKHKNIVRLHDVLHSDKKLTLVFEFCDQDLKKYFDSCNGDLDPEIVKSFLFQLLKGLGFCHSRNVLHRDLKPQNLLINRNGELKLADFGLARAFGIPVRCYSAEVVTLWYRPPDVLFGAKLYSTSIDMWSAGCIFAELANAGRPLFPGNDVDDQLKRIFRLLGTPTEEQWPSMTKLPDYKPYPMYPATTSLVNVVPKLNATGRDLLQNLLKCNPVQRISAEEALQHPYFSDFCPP
Target sequence (Q15078 whole entry, looked up): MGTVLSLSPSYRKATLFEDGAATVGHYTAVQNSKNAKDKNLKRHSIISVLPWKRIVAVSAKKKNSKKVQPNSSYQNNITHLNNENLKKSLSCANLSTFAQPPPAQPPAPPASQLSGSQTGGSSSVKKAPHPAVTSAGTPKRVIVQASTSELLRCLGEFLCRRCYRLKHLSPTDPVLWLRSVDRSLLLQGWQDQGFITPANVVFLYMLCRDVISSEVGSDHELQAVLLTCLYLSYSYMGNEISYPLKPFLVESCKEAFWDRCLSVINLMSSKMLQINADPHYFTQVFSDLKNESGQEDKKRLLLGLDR
dFosB act – activators of delta FosB homodimer, primary screen, biochemical, fluorescence polarization, TAMRA-CDK5 oligo, single point. Protein FosB (Mus musculus), P13346. purified delta FosB; percent of positive-control signal above neutral wells. activation, % at 25 µM. 340,000 tested, 0.99% active;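 active = mean activation above about 17%, with every replicate also reaching it, limit read from the data, passing the limit was not always enough; inconclusive = only one of the two conditions met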;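 note: fluorescence polarization rise as delta FosB binds a TAMRA Cdk5 AP-1 oligo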
HTR5A ag ctr – HTR5A agonists in luminescence cell assay, primary screen, counter-screen for OPRM1-OPRD1 heterodimer agonist project, full-deck HTS; cell-based; AID 504692, 2011; 340,000 tested, 0.61% active; activation, % at 9.3 µM; 5-hydroxytryptamine receptor 5A (Homo sapiens), P47898; in the data active = activation mostly above about 9.5%, no sharp cut-off; inactive = mostly below about 7.6%;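 note: 0% = cells with vehicle only and 100% = reference agonist; strong numbers were not always called active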
MITF TRPM1 HTS – activators of MITF-driven TRPM1 promoter reporter, primary screen, cell-based, SK-MEL-5, luciferase, single point; SK-MEL-5 TRPM1-promoter luciferase, 24 h; % of positive control, neutral wells = 0; AID 588334, 2011; 300,000 tested, 0.75% active; activation, % at 12.5 µM;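 active = mean activation of at least 80% with every replicate also reaching 80%; inconclusive = mean reaches 80% but some replicate falls short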;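 note: 0% = neutral control wells and 100% = parthenolide positive control wells; values of inactives mirror those of a sister screen read the other way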
Wnt act – Wnt/beta-catenin pathway activators, primary screen, cell-based, plate reader, single point; Wnt/beta-catenin reporter cell assay, activator; activation, % at 9.35 µM; 300,000 tested, 1.2% active; in the data active = activation above about 30%, passing the limit was not always enough; inconclusive = no clear call, values can overlap the other calls;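 note: 0% = neutral control wells and 100% = positive control wells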
Active calls of the source: *; i = inactive; ? = inconclusive; · = not tested or not shown.

item	Compound	HTR5A ag ctr	SR-BI DiI-HDL act	CDK5 p35 inh	MITF TRPM1 HTS	dFosB act	PvdQ inh	Rtt109 Vps75	Wnt act	RTF Ca sens act	SR-BI DiI inh
1	O=S(=O)(NCC1CCCO1)c1ccc(Cl)cc1 (stereo not drawn)	-2	7	-0.4	·	3	-8	-10	-3	-5	-7
2	CCN(Cc1cc2cc(C)ccc2[nH]c1=O)C(=O)c1cccc([N+](=O)[O-])c1	5	·	-0.3	-12	-4	0	-7	-1	4	·
3	CCOc1ccccc1C1CC(c2ccc(Cl)cc2)Nc2nc(N)nn21 (stereo not drawn)	0	8	-0.3	-17	-11	-4	-9	-2	-1	-8
4	Cc1sc2nc(NCCO)[nH]c(=O)c2c1C	-2	16	2.8	·	0	3	4	-3	4	-14
5	Cc1cccn2c(=O)c3cc(C#N)c(=NC(=O)c4cccnc4)n(CC4CCCO4)c3nc12 (stereo not drawn)	-1	3	1.2	1	-4	-2	i	·	5	-3
6	CN(CC(=O)NCc1ccccn1)S(=O)(=O)c1cc(Cl)ccc1Cl	-4	51	1.9	-6	-5	-3	-4	0	-3	-51
7	Cc1cc(C)n2nc(C(=O)NC3CCCc4ccccc43)nc2n1 (stereo not drawn)	-4	-12	0.4	0	3	3	-11	1	-3	12
8	CCOC(=O)N1CCN(C(=O)COc2ccc(S(=O)(=O)NCC(C)C)cc2C)CC1	5	-44	2.9	-5	-3	-16	0	-2	0	44
9	N#CC(=C(O)COC(=O)CCC1CCCCC1)c1nc2ccccc2[nH]1	4	10	2.4	-7	-14	-8	3	-3	8	-10
10	Cc1ccc(C)c(CSc2nnc(-c3cccnc3)n2N)c1	1	-6	1.0	-2	-4	1	7	·	-6	6
11	CCOc1nc(Nc2ccccc2)nc(OCC)n1	-4	-13	0.0	·	-6	-17	8	-1	-5	13
12	COc1ccc(/C=N/NC(=O)CCc2c(C)n[nH]c2C)cc1OC	-2	0	-0.8	·	1	-13	5	-1	4	0
13	Cc1ccc(-n2ccnc2SCC(=O)N(CC(C)C)C2CCS(=O)(=O)C2)c(C)c1 (stereo not drawn)	0	11	-1.6	·	-5	-11	19	·	-4	-11
14	CC(=O)Nc1ccc2nc(NC(=O)CS(=O)(=O)c3ccccc3)sc2c1	4	-12	-0.9	-4	4	-7	-1	0	-5	12
15	Cc1cc(C)c2c(c1)c1nnc(SCCN3CCOCC3)nc1n2C	4	-10	-0.6	-12	-12	-11	-4	2	-3	10
16	COc1ccc(NC(=O)c2cc(Br)ccc2Cl)c([N+](=O)[O-])c1	7	-35	-6.8	2	7	-1	3	-2	2	35
17	CCC(C(=O)O/N=C(\N)c1ccc(C)cc1)c1ccccc1 (stereo not drawn)	0	-1	-1.0	20	-1	-1	-3	8	0	1
18	Cc1nc(Cl)sc1C(=O)Nc1ccccc1	5	-1	-0.4	5	-9	18	6	17	-4	1
19	Cc1ccc2[nH]c3c(=O)n(CC(=O)NCCCN(C)Cc4ccccc4)ncc3c2c1	-2	16	2.7	8	-5	-15	-10	0	-3	-16
20	CNC(=S)N/N=C(\C)c1ccccc1	5	-13	-0.7	-8	-2	-2	7	3	3	13
21	O=C(c1ccc(S(=O)(=O)NCc2ccco2)cc1)N1CCN(Cc2ccccc2F)CC1	-3	-68	-1.1	14	0	-16	-1	2	0	68
22	CC(C)(C)NC(=O)NC(=O)COC(=O)c1ccco1	0	28	-0.5	13	2	4	13	·	-3	-28
23	COC(=O)C1=CN(CCOC23CC4CC(CC(C4)C2)C3)C=C(C(=O)OC)C1c1ccsc1	3	6	-3.3	-8	-5	-6	-4	-3	0	-6
24	Cc1nc(NC(=O)c2cc3ccccc3o2)sc1C	4	-18	-0.7	-6	-2	-2	-7	24	-3	18
25	O=C(NCc1cccnc1)/C(=C\c1ccc(-c2cccc(Cl)c2)o1)S(=O)(=O)c1ccccc1	-4	8	0.7	-90	-1	2	43	·	-6	-8
26	CC(NC(=O)CCNC(=O)c1ccc(Br)cc1)c1ccc(S(N)(=O)=O)cc1 (stereo not drawn)	4	1	0.6	3	-11	11	9	0	1	-1
27	NC(=O)[C@H]1CC2(CC(c3cccc(NC(=O)CC(c4ccccc4)c4ccccc4)c3)=NO2)CN1C(=O)c1ccccc1C(=O)c1ccccc1 (stereo partly drawn)	-7	-54	-0.3	-9	5	-8	0	-1	1	54
28	CCCCn1c(O)c(N=NC(=O)c2ccccc2NS(=O)(=O)c2cccs2)c2ccccc21	2	-16	-1.3	-6	-3	1	2	·	-1	16
29	COc1ccccc1Nc1nc(N)nc(CSC(=S)N2CCC(C)CC2)n1	-1	18	0.9	-7	0	5	-1	·	10	-18
30	Cc1ccc(S(=O)(=O)NCCCCCC(N)=O)cc1	-3	-3	-0.5	7	-1	-9	-5	-5	6	3
31	CCn1c(SCc2cccc(C(=O)O)c2)nnc1-c1ccccc1	-6	21	0.9	-9	-1	2	-5	·	12	-21
32	CC1CCCC(NC(=O)c2ccc3c(SCC(=O)O)c4c(nc3c2)CCC4)C1C (stereo not drawn)	-1	7	-0.2	1	-8	-4	6	-3	1	-7
33	CCN1CCN(C(=O)c2ccccc2NS(=O)(=O)c2ccc(Cl)cc2)CC1	-1	9	0.1	-7	-2	-10	14	3	2	-9
34	COc1ccc(C(=O)Nc2ccccc2C(=O)N2CCOCC2)cc1Br	5	4	-2.5	1	8	-13	-6	3	-3	-4
35	CS(=O)(=O)N(CC(=O)Nc1ccc2c(c1)OCO2)c1ccc2c(c1)OCO2	-2	19	-1.4	11	6	-5	10	·	-4	-19
36	O=C(NNC(=O)C1[C@H]2CCCC[C@@H]12)NC1CCCCC1 (stereo partly drawn)	-1	30	-1.0	19	3	-5	·	9	-4	-30
37	O=C(O)c1ccc(N2C(=O)CSC2=S)cc1	4	29	0.7	-6	-2	5	-46	-1	4	-29
38	Cc1c(Br)c([N+](=O)[O-])nn1CC(=O)c1ccccc1	7	3	0.5	9	-1	-9	7	-2	0	-3
39	NC(=O)c1nsc(C(=O)N(CC(=O)NCc2ccc3c(c2)OCO3)C2CCCCC2)c1N	2	0	-0.5	26	-10	-4	3	·	-3	0
40	Cc1ccc(-c2nn(-c3ccc(F)cc3)cc2C(=O)N2CCN(C3CCS(=O)(=O)C3)CC2)cc1 (stereo not drawn)	-5	-7	0.1	2	-2	-7	0	-7	2	7
41	Cc1ccc(C)c(N2CCN(S(=O)(=O)c3ccc4c(c3)NC(=O)CS4)CC2)c1	5	-1	2.9	-12	-3	-14	-1	3	0	1
42	O=C(c1ccc2c(c1)OCO2)N1CCC2(CC1)Oc1ccc(F)cc1C(=O)C21CC(c2ccc(Cl)cc2)=NO1 (stereo not drawn)	-3	4	-1.1	1	3	4	6	-5	-2	-4
43	COC(=O)c1cc(-c2c(C)oc3cc(O)ccc3c2=O)c(C)o1	-2	-13	1.6	-4	-7	-12	-5	·	2	13
44	CCc1ccc2c(c1)C(=O)C(=O)N2CCS(=O)(=O)c1ccccc1	-3	28	-1.0	-1	-9	-6	3	-1	3	-28
45	N#CC1=C(N)Oc2c(oc(CO)cc2=O)C1c1cccs1 (stereo not drawn)	-1	4	-0.7	10	-5	5	10	-8	-22	-4
46	Cc1ccc(C(=O)N/C(=C/c2cccnc2)C(=O)O)cc1	0	26	-0.7	-8	0	-5	2	-1	2	-26
47	CC(=O)c1ccc(OCc2cc(C(=O)N3CC4C[C@@H]5CC3C[C@H](C4)C5)no2)cc1	4	6	0.1	64	-15	-13	0	30	-5	-6
48	Cc1cc2oc(=O)cc(-c3ccccc3)c2c(C)c1-c1ccc(C(F)(F)F)cc1	0	-74	5.4	-6	0	4	9	-1	4	?
49	Cc1ccc(C(=O)N2CCC(C)CC2)cc1S(=O)(=O)N1CCCCC1	2	4	0.9	-1	-4	0	5	2	0	-4
50	CCC(Sc1nc2n[nH]c(C)c2c(=N)n1-c1cc(Cl)ccc1C)C(=O)N1CCOCC1 (stereo not drawn)	0	6	-0.4	4	-3	-10	-10	-2	-4	-6
51	CN(C)CC(C)(C)CNS(=O)(=O)CC12CCC(CC1=O)C2(C)C (stereo not drawn)	2	12	-1.3	·	-6	3	-48	-2	0	-12
52	COc1ccccc1-n1c(=O)[nH]c2c(C(N)=O)nc(C3CCCCC3)nc21	5	-17	-1.4	-1	-11	12	3	0	-6	17
